# UPR XBP1 act: adaptive UPR (XBP1) activation; CHO-XBP1 luciferase reporter, IRE1-XBP1 UPR activation, luminescence; percent of tunicamycin response, DMSO as zero; activation, % at 20 µM; 330,000 compounds, 0.33% hits;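 active = versus positive control, 20 µM dose yields 30% or more activation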;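 also: 100% = tunicamycin at 10 µg/mL and 0% = DMSO only wells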
#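 Assay system: IRE1-XBP1 luciferase reporter CHO line. Input: 1000 cells/well. Buffer or medium: F12 with 10% serum. Doses: 20 µM, 1% DMSO. Times: overnight seeding at 37 °C, 6 h compound treatment at 37 °C. Technique: Steady-Glo luciferase glow luminescence, 10 min after reagent addition.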
# tim23-1 inh: growth inhibitors of tim23-1 mutant yeast; inhibition, % at 20 µM; S. cerevisiae tim23-1 growth, BacTiter-Glo luminescence, 24 h; 330,000 compounds, 1.3% hits; AID 463212;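 active = growth inhibition of the mutant yeast at or above 50%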;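 also: temperature-sensitive mutant grown at 25 °C; plate controls were DMSO-treated mutant yeast for no effect and medium wells lacking yeast for full effect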
# 697 NFkB inh: lowers PMA/ionomycin-induced NF-kB signal in 697 B cells | 697 B-cell NF-kB luciferase reporter, 16 h | inhibition, % at 4 µM | 330,000 compounds, 0.33% hits; in the data active = inhibition above about 35%
# Mdm2-MdmX inh: inhibitors of human Mdm2/MdmX interaction; O15151+Q00987; SaOS-2 split-luciferase Mdm2/MdmX complementation, luminescence; inhibition, % at 8 µM; 330,000 compounds, 3% hits;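 active = inhibition of at least 50% at 8 µM in the primary screen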
# Target sequence (O15151 whole entry, looked up): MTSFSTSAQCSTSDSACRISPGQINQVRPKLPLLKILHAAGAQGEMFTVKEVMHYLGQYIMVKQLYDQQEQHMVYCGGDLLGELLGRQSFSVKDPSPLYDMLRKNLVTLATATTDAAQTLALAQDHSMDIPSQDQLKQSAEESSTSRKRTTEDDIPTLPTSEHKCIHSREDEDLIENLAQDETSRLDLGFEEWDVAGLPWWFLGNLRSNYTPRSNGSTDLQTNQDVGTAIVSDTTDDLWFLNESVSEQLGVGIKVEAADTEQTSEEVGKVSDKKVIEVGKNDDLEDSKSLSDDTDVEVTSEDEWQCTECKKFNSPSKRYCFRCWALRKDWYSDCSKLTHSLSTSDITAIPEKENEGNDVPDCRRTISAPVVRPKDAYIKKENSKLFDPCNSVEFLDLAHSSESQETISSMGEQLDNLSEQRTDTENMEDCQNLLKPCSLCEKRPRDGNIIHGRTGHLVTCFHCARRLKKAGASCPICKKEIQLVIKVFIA
# Target sequence (Q00987 whole entry, looked up): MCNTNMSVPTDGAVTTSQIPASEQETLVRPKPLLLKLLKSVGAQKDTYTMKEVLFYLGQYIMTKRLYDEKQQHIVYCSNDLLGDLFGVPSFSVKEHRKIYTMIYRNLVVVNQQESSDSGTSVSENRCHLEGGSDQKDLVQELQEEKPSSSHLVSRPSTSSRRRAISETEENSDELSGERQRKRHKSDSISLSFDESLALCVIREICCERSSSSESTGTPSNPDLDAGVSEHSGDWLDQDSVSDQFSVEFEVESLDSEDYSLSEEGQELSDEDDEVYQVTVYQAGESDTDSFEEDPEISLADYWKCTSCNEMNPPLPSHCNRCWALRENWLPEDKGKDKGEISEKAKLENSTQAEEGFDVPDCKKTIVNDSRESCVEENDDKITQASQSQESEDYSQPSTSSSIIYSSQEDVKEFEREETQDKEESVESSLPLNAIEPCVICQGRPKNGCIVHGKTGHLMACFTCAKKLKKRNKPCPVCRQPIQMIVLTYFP
# Jurkat NFkB inh: inhibitors of the PMA/ionomycin-induced NF-kB reporter in Jurkat cells; PMA/ionomycin-induced NF-kB luciferase reporter, luminescence; inhibition, % at 4 µM; 330,000 compounds, 0.53% hits; AID 435003; in the data active = inhibition above about 50%
# CHOP UPR activ: activators of apoptotic arm of unfolded protein response (CHOP); CHO-CHOP luciferase reporter, UPR activation, luminescence; percent of tunicamycin response over DMSO baseline; 330,000 compounds, 0.34% hits; activation, % at 10 µM;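 active = at 10 µM dose, activation of 40% or more, normalized to positive control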;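 also: 100% = tunicamycin at 10 µg/mL and 0% = DMSO alone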
#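 assay system = CHO CHOP reporter cells | amount = 500 CHO-CHOP cells per well | buffer or medium = F12 with 10% FBS | incubation = 16-18 h cell attachment, then 6 h compound exposure, 37 °C | detection = luminescence read with Steady-Glo | read-out = percent activation relative to tunicamycin control | controls = tunicamycin high control, DMSO low control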
# TIM10 inh: inhibits growth of TIM10 yeast strain; AID 463195; S. cerevisiae TIM10 strain growth, BacTiter-Glo luminescence, 24 h; 330,000 compounds, 1.4% hits; inhibition, % at 10 µM;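 active = inhibition of 40% or more at the single tested concentration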;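 also: wild-type TIM10 isogenic control strain grown at permissive 25 °C; 0% = DMSO yeast wells and 100% = minimal medium wells without yeast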
# tim10-1 inh: inhibits growth of tim10-1 mutant yeast | AID 463190 | inhibition, % at 20 µM | S. cerevisiae tim10-1 ts strain growth, BacTiter-Glo, 24 h | 330,000 compounds, 2.2% hits;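 active = inhibition of at least 40%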;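 also: mutant grown at 25 °C; 0% = DMSO wells with yeast and 100% = wells holding no yeast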
# * = called active by the depositor; & = joins results of further samples. The list is partial (hit frequency here may not be typical).
[1] CCCCCCN1CCN(c2ccccc2Cl)CC1
[2] C=CCn1c(O)c(/C(C)=N/NC(=S)Nc2ccccc2)c(=O)[nH]c1=O
[3] CC(C)OC(=O)c1c(N)n(Cc2ccco2)c2nc3ccccc3nc12
[4] CN1C2CCC1CC(=NO)C2
[5] COc1cc2c(cc1OC)-c1c(OC)c(OC)c(OC)c3ccnc(c13)C2=O
[6] CCOc1ccc(N2C(=O)NC(=O)/C(=C\c3ccc(N4CCCCC4)o3)C2=O)cc1
[7] CC(=O)OC1(c2ccccc2)CCN(C2CCCCC2)CC1C (configuration not stated)
[8] O=C(N/N=C/c1c(O)n(CCC2=CCCCC2)c(=S)[nH]c1=O)c1ccccc1
[9] C=C(CO)CC1CC(O)[C@]2(C)OC3CC4OC5C[C@]6(C)O[C@]7(C)CCC8OC9C[C@]%10(C)OC%11C(C)=CC(=O)OC%11CC%10OC9C[C@@H](C)C8OC7CC6O[C@]5(C)C/C=C\C4OC3CC2O1 (some centres not stated)
[10] CC1CN(c2ccc([N+](=O)[O-])c(N3CCCCC3)c2)CCN1 (configuration not stated)
Screen / compound no.,1,2,3,4,5,6,7,8,9,10
UPR XBP1 act,-4,-3,1,-2,4,-2,-2,2,3,1
tim23-1 inh,-62,10,5,-18,-1,13,-13,26,30,2
697 NFkB inh,2,9,9,18,-17,-19,10,19,19,-29
Mdm2-MdmX inh,4,-11,-13,-28,72*,-32,20,25,32,-11
Jurkat NFkB inh,0,-1,6,5,36,23,-8,5,23,-5
CHOP UPR activ,-1.3,-0.5,-4.9,2.0,-1.4,2.3,0.7,3.7,3.3,-1.8
TIM10 inh,-35,9,-16,-3,2,-11,-1,16,4,13
tim10-1 inh,-11,2,23,-9,32,16,3,2,30,12

[11] CCCCN=Cc1c(O)n(-c2c(C)cc(C)cc2C)c(=O)[nH]c1=O
[12] O=c1[nH]c(Cl)ccc1CN1CCOCC1
[13] CC(=O)c1cccc(NC(=O)N2C[C@H]3C[C@@H](C2)c2cccc(=O)n2C3)c1
[14] CNC(=O)O/N=C/c1nn(C(=O)C(C)(C)C)cc1Br
[15] Cc1nc2c(c(=O)[nH]1)C(c1ccc([N+](=O)[O-])cc1)c1c(c3ccccc3oc1=O)O2 (configuration not stated)
[16] c1cncc(CNC2CCCCC2)c1
[17] Cn1c(O)c(/C=C2\N=c3ccccc3=C2CCNC(=S)NC2CC2)c(=O)n(C)c1=O
[18] CC(C)CC(=O)NC(Oc1ccc(Cl)cc1)C(Cl)(Cl)Cl (configuration not stated)
[19] CCOP(=O)(OCC)C(NC(=O)NC)C(N)=O (configuration not stated)
[20] COc1cccc(-n2c(/C=C/c3ccc(O)c(O)c3)nc3ccccc3c2=O)c1
Screen / compound no.,11,12,13,14,15,16,17,18,19,20
UPR XBP1 act,1,-2,4,-1,-2,0,-1,-2,0,21
tim23-1 inh,6,-6,12,13,13,-9,13,15,10,6
697 NFkB inh,0,20,11,13,-17,-4,10,5,18,20
Mdm2-MdmX inh,18,10,-2,19,2,-26,6,29,12,45
Jurkat NFkB inh,-4,5,8,11,16,7,4,7,0,-23
CHOP UPR activ,-3.1,-1.0,0.7,-0.5,0.2,-0.2,2.6,-0.1,-1.2,13
TIM10 inh,-8,2,-5,5,16,1,10,33,-20,9
tim10-1 inh,6,-7,5,-6,3,-9,20,13,-3,19

[21] ClC1=C(Cl)C2(Cl)C3C(Cl)C=CC3C1(Cl)C2(Cl)Cl (configuration not stated)
[22] CC(C)(C)P(=O)(N1CCOCC1)N1CCOCC1
[23] C[C@]12CCC3C(CC[C@H]4C[C@@H](O)CC[C@]34C)C1CC[C@@]2(O)C(F)(F)F (some centres not stated)
[24] O=C1CCCN1CC#CCN1CCCC1
[25] O=c1[nH]c(=O)n(CC2CCCO2)c(O)c1/C=C1\C=Nc2ccccc21 (configuration not stated)
[26] N=Cc1c(O)n(-c2cccc(Cl)c2)c(=O)[nH]c1=O
[27] COc1ccc(F)cc1C(=O)C1CCCN(Cc2ccc(O)cc2)C1 (configuration not stated)
[28] Fc1ccc(Cn2nnnc2C(c2ccc(F)cc2)N2CC=C(c3ccc(F)cc3)CC2)cc1 (configuration not stated)
[29] CC1(C)CSC(Nc2ccc(F)c(Cl)c2)=N1
[30] Cc1cccc(CCNCc2cc3cc(C)cc(C)c3[nH]c2=O)c1
Screen / compound no.,21,22,23,24,25,26,27,28,29,30
UPR XBP1 act,1,-1,-2,-6,1&-2,-2,0,1,0,0
tim23-1 inh,14,-8,26,3,1&-2,-3,22,27,11,-4
697 NFkB inh,5,12,-3,13,-2&-9,29,-8,7,-28,-12
Mdm2-MdmX inh,35,-23,6,12,-2&7,20,6,-1,-18,-1
Jurkat NFkB inh,-6,5,-7,-13,-5&-10,-3,-20,-1,-16,5
CHOP UPR activ,1.9,1.9,-0.9,2.5,0.0&-2.2,40*,-1.1,-2.9,2.8,-0.5
TIM10 inh,-5,-15,-13,-6,12&8,-10,-5,26,-1,4
tim10-1 inh,3,-7,-1,4,10&19,3,-8,32,6,5

# Compounds from the list above with fluorine, in the order listed:
[23] C[C@]12CCC3C(CC[C@H]4C[C@@H](O)CC[C@]34C)C1CC[C@@]2(O)C(F)(F)F (some centres not stated)
[27] COc1ccc(F)cc1C(=O)C1CCCN(Cc2ccc(O)cc2)C1 (configuration not stated)
[28] Fc1ccc(Cn2nnnc2C(c2ccc(F)cc2)N2CC=C(c3ccc(F)cc3)CC2)cc1 (configuration not stated)
[29] CC1(C)CSC(Nc2ccc(F)c(Cl)c2)=N1
Screen / compound no.,23,27,28,29
UPR XBP1 act,-2,0,1,0
tim23-1 inh,26,22,27,11
697 NFkB inh,-3,-8,7,-28
Mdm2-MdmX inh,6,6,-1,-18
Jurkat NFkB inh,-7,-20,-1,-16
CHOP UPR activ,-0.9,-1.1,-2.9,2.8
TIM10 inh,-13,-5,26,-1
tim10-1 inh,-1,-8,32,6

# Next structures follow.
entry | molecule | UPR XBP1 act | tim23-1 inh | 697 NFkB inh | Mdm2-MdmX inh | Jurkat NFkB inh | CHOP UPR activ | TIM10 inh | tim10-1 inh
31 | COC(=O)C1=C(c2ccccc2)C[C@@H]2CC[C@H]1N2C(=O)NCCO | 1 | -1 | 21 | -5 | 14 | -0.6 | 3 | -16
32 | Cc1cc(C)c(Cn2c(C(=O)O)c(C=O)c3ccccc32)c(C)c1 | -2 | 19 | -6 | 11 | -5 | 0.7 | -2 | -10
33 | CCC(CC)N1CCN(Cc2nc3ccccc3c(=O)n2-c2ccc(F)cc2)CC1 | -1 | 9 | 11 | 15 | 2 | 1.6 | 6 | 5
34 | FC(F)=C(F)CCSc1ncn[nH]1 | 1 | 11 | 3 | -11 | -1 | -1.5 | 1 | -9
35 | CCc1ccc(NC(=O)CN2CC(c3ccccc3)CC2=O)cc1 (configuration not stated) | 1 | 15 | 10 | -10 | 8 | -0.8 | 11 | -10
36 | CCc1ccc(-n2c(O)c(C(C)=O)c(=O)[nH]c2=O)cc1 (tested in a mixture with another compound) | -4 | -3 | -7 | 33 | -11 | -1.2 | -10 | -19
37 | COC(=O)c1c(C)n(Cc2ccco2)c2ccc(O)cc12 | -1 | -1 | 2 | -2 | -16 | -0.1 | 6 | 14
38 | O=C(c1ccc2c(c1)N(Cc1ccccc1)CCS2)N1CCC2(CC1)OCCO2 | -3 | 44 | 0 | 16 | -15 | 0.2 | 7 | 42*
39 | C=CCN(c1ccc(C(=O)N(CC)CC)cc1)S(C)(=O)=O | -4 | 14 | 17 | 18 | -7 | -0.5 | -6 | 6
40 | N#Cc1ccccc1NC(=O)CN1CC=C(c2ccccc2)CC1 | 3 | 14 | -13 | -36 | -27 | 2.8 | -9 | 16
41 | CCN(CC)CCCN=Cc1c(O)n(CCc2ccc(OC)c(OC)c2)c(=O)[nH]c1=O | 0 | 2 | 12 | 0 | 1 | 0.2 | 10 | 12
42 | CCOP(=O)(OCC)C(NC(=O)c1cccc2ccccc12)C(Cl)(Cl)Cl (configuration not stated) | -1 | 20 | 13 | 4 | 1 | -2.0 | -7 | 28
43 | CCC(=NCCO)c1c(O)n(-c2ccc(Cl)cc2)c(=O)[nH]c1=O | 0 | 6 | -4 | 11 | 22 | -1.0 | 2 | 4
44 | O=C(CN1C(=O)CN=C(c2ccccc2)c2ccccc21)NCc1ccco1 | -1 | 18 | 18 | 23 | 6 | -1.9 | 6 | 20
45 | Cc1ccc(N2C(=O)NC(=O)/C(=C/c3ccc(OC(=O)c4cccs4)cc3)C2=O)cc1 | 3 | 5 | -13 | 13 | 5 | 2.5 | -18 | 27
46 | Nc1ccc(S(=O)(=O)N2CC3CC(C2)c2cccc(=O)n2C3)cc1 (configuration not stated) | -3 | 12 | 7 | -13 | 6 | 2.0 | 4 | 6
47 | COC(=O)C1=C(c2cccc(OCc3ccccc3)c2)C[C@@H]2CC[C@H]1N2C(=O)NCc1ccc(OC)c(OC)c1 | -2 | 21 | -17 | 16 | 6 | -1.4 | 6 | 21
48 | CCN(CC)CCOC(=O)c1cc2cc(COC)ccc2o1 | 1 | -9 | 25 | 16 | 20 | 0.0 | -10 | 8
49 | O=[N+]([O-])c1ccc(C2C3C(c4ccccc4)=NC4(CCCCC4)N32)cc1 (configuration not stated) | -3 | 9 | -11 | 22 | -8 | 0.2 | 10 | 15
50 | C[C@]12CCC3C(CC[C@H]4C[C@H](O)CC[C@]34C)C1C[C@@H](O)[C@@H]2O (some centres not stated) | -1 | 4 | 12 | 20 | 6 | 1.1 | -8 | -6
51 | COc1ccc(OC)c(N2C(=O)NC(=O)/C(=C/c3ccc([N+](=O)[O-])s3)C2=O)c1 | -2 | 32 | 5 | 16 | 16 | 0.6 | 89* | 72*
52 | CCCCCCN=C(C)c1c(O)n(CCCC)c(=O)[nH]c1=O | -1 | -16 | 0 | 10 | 0 | -0.5 | -4 | -18
53 | CC(=O)C1C2c3ccccc3OC1(C)N=c1s/c(=C/c3cnn(C)c3)c(=O)n12 (configuration not stated) | -6 | 24 | 8 | -20 | -2 | -0.9 | 12 | 12
54 | Oc1cc2c(cc1CN1CCN(c3ccccc3)CC1)CCC2 | 1 | 12 | -17 | 41 | 5 | 0.5 | 8 | 27
55 | CC(=NCCCN1CCCCC1)c1c(O)n(Cc2ccccc2)c(=O)[nH]c1=O | -1 | 12 | -3 | 4 | -6 | 0.0 | 7 | 8
56 | COc1ccc(N=C(C)c2c(O)n(C3CCCCC3)c(=O)[nH]c2=O)c(OC)c1 | 1 | -3 | -24 | 28 | 5 | -0.3 | 1 | 8
57 | COc1ccc(-c2cc(=NCC(=O)O)c3ccccc3o2)cc1 | 0 | 12 | -63 | -32 | -78 | 1.5 | 9 | 19
58 | C[C@]12CC[C@@H](O)CC1=CC(=O)C1C2CC[C@]2(C)C(=O)CCC12 (some centres not stated) | -4 | 5 | 2 | 13 | 7 | -1.9 | -5 | -2
59 | CC(C)CCC1(CCc2ccncc2)C(=O)NC(=O)NC1=O | 2 | -2 | -9 | 17 | -1 | -1.3 | -9 | 16
60 | COc1cccc(OC)c1C(=O)NC(=S)N1C[C@H]2C[C@H](C1)c1cccc(=O)n1C2 | -3 | -2 | 20 | 4 | -11 | -1.5 | -3 | -1
61 | Cn1c(O)c(C=NCCN2CCOCC2)c(=O)n(C)c1=S | -5 | 1 | 21 | 40 | -9 | 4.4 | -11 | -6

# Ordered by number of heavy atoms (smallest number first): 3 of the compounds above.
entry | molecule | UPR XBP1 act | tim23-1 inh | 697 NFkB inh | Mdm2-MdmX inh | Jurkat NFkB inh | CHOP UPR activ | TIM10 inh | tim10-1 inh
61 | Cn1c(O)c(C=NCCN2CCOCC2)c(=O)n(C)c1=S | -5 | 1 | 21 | 40 | -9 | 4.4 | -11 | -6
59 | CC(C)CCC1(CCc2ccncc2)C(=O)NC(=O)NC1=O | 2 | -2 | -9 | 17 | -1 | -1.3 | -9 | 16
57 | COc1ccc(-c2cc(=NCC(=O)O)c3ccccc3o2)cc1 | 0 | 12 | -63 | -32 | -78 | 1.5 | 9 | 19

# Screens deposited in PubChem by Sanford-Burnham Center for Chemical Genomics.
